AmpC no deterg: qHTS Inhibitors of AmpC Beta-Lactamase (assay without detergent) | hit rate 0.52% among 330,000 | Potency, µM (doses to about 57.1 µM), without a hit: top-dose activity change, negative = inhibition, actives largely listed as inhibitors | AmpC nitrocefin hydrolysis, absorbance 480 nm, 0.0001% Triton | P00811;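 also: potency is read from the fitted curve at half-maximal effect; plate controls were no compound for no effect and no enzyme for full effect; nearly all actives have a fitted effect of over 20% in size; some results filed as inactive show a strong effect at the top dose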
Target sequence (P00811 whole entry, looked up): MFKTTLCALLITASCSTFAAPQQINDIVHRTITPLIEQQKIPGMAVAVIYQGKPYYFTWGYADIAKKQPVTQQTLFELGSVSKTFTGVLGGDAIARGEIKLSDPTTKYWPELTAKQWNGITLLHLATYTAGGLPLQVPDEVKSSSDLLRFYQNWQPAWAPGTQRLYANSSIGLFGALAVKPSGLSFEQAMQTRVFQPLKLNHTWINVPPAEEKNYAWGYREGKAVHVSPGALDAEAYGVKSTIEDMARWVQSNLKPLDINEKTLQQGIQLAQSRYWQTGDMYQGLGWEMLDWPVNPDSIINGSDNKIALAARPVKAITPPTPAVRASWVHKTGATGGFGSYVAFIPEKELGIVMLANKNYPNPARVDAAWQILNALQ
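20 mM phosphate pH 7.0 + 0.01% (detergent screen) or 0.0001% Triton X-100; 5.3 nM AmpC reagent; cpd preinc 15 min RT; nitrocefin (800 uM stock) to start; A480 q20 s × 4 min; Activity was normalised to no-enzyme and no-compound control wells.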
Shiga toxin inh: A qHTS for Small Molecule Inhibitors of Shiga Toxin; hit rate 9.2% among 290,000; Vero cells, Shiga toxin protein synthesis inhibition reporter; AID 2315, 2010; inhibition, % at 38.7 µM; in the data active = inhibition mostly above about 28%, no sharp cut-off; inactive = mostly below about 43%; also: 0% is about no effect
HCMV inh: qHTS Assay for inhibitors of the human cytomegalovirus (HCMV). HFF cells, HCMV-luciferase reporter, 72 h; hits give low values. activity change, negative = inhibition, % at 57.5 µM. hit rate 4.5% among 410,000. AID 1259415, 2018; in the data active = activity change below about -60%; inconclusive = no clear call, values can overlap the other calls; inactive = above about -39%; also: % is scaled to controls: 0 for no effect and ±100 for the full control effect
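HFF cells seeded 16 h at 37C, treated with compounds, infected with luciferase-reporter HCMV at MOI 1 PFU/cell; luciferase read at 72 h post infection, normalized to buffer-only and Salinomycin controls.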
AMA1-RON2 inh: qHTS for Inhibitors of AMA1-RON; Towards Development of Antimalarial Drug Lead: Primary Screen | Plasmodium falciparum AMA1 (3D7) - RON2 peptide interaction | AlphaScreen AMA1-biotinylated RON2 peptide binding | Potency, µM (titrated, usually from 58.2 µM), without a hit: top-dose activity change, negative = inhibition, most hits filed as inhibitors | hit rate 0.2% among 360,000;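 also: potency is read from the fitted curve at half-maximal effect; 0% = vehicle wells and -100% = peptide control; nearly all actives have a fitted effect of over 45% in size; some results filed as inactive show a strong effect at the top dose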
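AMA1 (3D7) with his tag at 25 nM final met compounds first, then biotinylated RON2 peptide at 25 nM; detection used donor plus acceptor beads, 10 µg/mL apiece, read by AlphaScreen after 30 min at room temperature.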
CHX counter: Cycloheximide Counterscreen for Small Molecule Inhibitors of Shiga Toxin | max response, % | AID 2314, 2010 | hit rate 12% among 300,000 | cell reporter, cycloheximide protein synthesis inhibition counterscreen; in the data active = max response mostly above about 13%, no sharp cut-off; inactive = mostly below about 14%; also: read at 38.3 µM for the half of the compounds with a filed dose; 0% is about no effect
AmpC detergent: qHTS Inhibitors of AmpC Beta-Lactamase (assay with detergent) | P00811 | AmpC hydrolysis of nitrocefin, absorbance 480 nm, 0.01% Triton | Potency, µM (doses to about 114 µM), without a hit: top-dose activity change, negative = inhibition, actives largely listed as inhibitors | hit rate 0.041% among 370,000 | AID 485294, 2010;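 also: potency is read from the fitted curve at half-maximal effect; 0% = no-compound wells and -100% = no-enzyme wells; nearly all actives have a fitted effect of over 25% in size; some results filed as inactive show a strong effect at the top dose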
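20 mM phosphate pH 7.0 + 0.01% (detergent screen) or 0.0001% Triton X-100; 5.3 nM AmpC reagent; cpd preinc 15 min RT; nitrocefin (800 uM stock) to start; A480 q20 s × 4 min; Activity was normalised to no-enzyme and no-compound control wells.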
FBPA Giardia inh: qHTS Assay for Inhibitors of Fructose-1,6-bisphosphate Aldolase from Giardia Lamblia | hit rate 0.71% among 290,000 | Potency, µM (titrated, usually from 59.6 µM), without a hit: top-dose activity, negative = inhibition, usual class: inhibitors | purified Giardia FBPA | A8B2U2; also: potency is read from the fitted curve at half-maximal effect; % is scaled to controls: 0 for no effect and ±100 for the full control effect; nearly all actives have a fitted effect of over 55% in size
Target sequence (A8B2U2 whole entry, looked up): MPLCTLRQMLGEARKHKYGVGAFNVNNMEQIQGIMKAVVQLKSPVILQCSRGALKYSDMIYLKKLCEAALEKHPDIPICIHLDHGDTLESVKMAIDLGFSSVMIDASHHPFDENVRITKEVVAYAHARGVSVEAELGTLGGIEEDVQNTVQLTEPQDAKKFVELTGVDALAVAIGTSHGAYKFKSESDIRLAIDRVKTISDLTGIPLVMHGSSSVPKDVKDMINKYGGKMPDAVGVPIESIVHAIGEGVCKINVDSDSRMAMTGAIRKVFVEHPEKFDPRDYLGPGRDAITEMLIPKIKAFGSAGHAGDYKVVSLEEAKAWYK
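Giardia FBPA (40 nM reagent) was preincubated 10 min at RT with compound (up to 57.5 uM final), then substrate plus GAPDH/TPI/NAD/arsenate coupling system with diaphorase/resazurin was added; resorufin fluorescence (525/598 nm) was read after 20 min.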
* hit, by the source's call; & = joins results of further samples; [ ] = dose if it differs, or a comment. Unless noted, calls follow the shape of the dose curve; as a rule, active = well fitted curve in the direction sought with a large enough effect; inconclusive = small, poorly fitted or top-dose-only effect, or another doubt; inactive = no such curve, though single readings can be large; an effect the other way counts as inactive or inconclusive.

What do the screens show for `O=C1Nc2cc(C(=O)N3CCN(c4ccc(F)cc4)CC3)ccc2NC1CSCc1cccc(F)c1` (stereo not drawn)?
AmpC no deterg: -12.5%; Shiga toxin inh: -13.8; HCMV inh: 7.8; AMA1-RON2 inh: -3.1%; CHX counter: 2.9; AmpC detergent: -3.4%

What do the screens show for `CN(C)c1ccc(SC#N)cc1`?
AmpC no deterg: -17.1%; Shiga toxin inh: -2.0; HCMV inh: -1.8; AMA1-RON2 inh: -19.6%; CHX counter: 0.5; AmpC detergent: 1.1%; FBPA Giardia inh: -0.6%

Results for CNC(=S)NCCN1CCOCC1 ?
AmpC no deterg: -18.8%; Shiga toxin inh: -9.2; HCMV inh: -26.9; AMA1-RON2 inh: 25.9%; CHX counter: -0.4; AmpC detergent: 0.5%; FBPA Giardia inh: -12.1%

How did CCCCN(C(=O)c1ccccc1Br)C1CCS(=O)(=O)C1 (stereo not drawn) do in these assays?
AmpC no deterg: -3.1%; HCMV inh: -20.5; AMA1-RON2 inh: 15.9%; AmpC detergent: -16.2%

Results for O=S(=O)(c1ccc(SCc2ccccc2)nc1)N1CCCCCC1 ?
AmpC no deterg: -28.9%; HCMV inh: 0.0; AMA1-RON2 inh: 22.5%; AmpC detergent: -0.7%

What do the screens show for `COc1ccc(N(CC(=O)Nc2cccnc2)S(C)(=O)=O)cc1`?
AmpC no deterg: 1.6%; Shiga toxin inh: 1.8; HCMV inh: 17.2; AMA1-RON2 inh: -17.9%; CHX counter: -3.5; AmpC detergent: 3.8%; FBPA Giardia inh: 1.0%

How did COc1ccccc1-n1c2c(cc(C(=O)N3CCC(C)CC3)c1=O)C(=O)CC(C)(C)C2 do in these assays?
AmpC no deterg: -7.6%; Shiga toxin inh: -23.0; HCMV inh: 16.1; AMA1-RON2 inh: 0.0%; CHX counter: -1.8; AmpC detergent: -12.1%; FBPA Giardia inh: 5.8%

What do the screens show for `COc1ccc(C(=O)Nc2nnc(S(=O)(=O)Cc3ccc(F)cc3)s2)cc1`?
AmpC no deterg: -23.4%; Shiga toxin inh: 2.3; HCMV inh: -38.8; AMA1-RON2 inh: -14.1%; CHX counter: -5.3; AmpC detergent: -11.9%; FBPA Giardia inh: -5.3%

How did CCC(C)[C@H](NC(=O)N1CC(=O)Nc2ccccc21)C(=O)N[C@H](C(=O)O)c1ccccc1 (stereo partly drawn) do in these assays?
AmpC no deterg: -4.5%; Shiga toxin inh: -1.0; HCMV inh: -20.0; AMA1-RON2 inh: 28.4%; CHX counter: 12.9; AmpC detergent: 4.1%

Results for CCn1c(=O)c(C(C)=O)c(O)c2ccccc21 ?
AmpC no deterg: -1.9%; Shiga toxin inh: -3.6; HCMV inh: 15.2; AMA1-RON2 inh: 15.6%; CHX counter: -0.6; AmpC detergent: -6.3%; FBPA Giardia inh: -17.1%

How did Cc1ccc(S(=O)(=O)NCc2ccncc2)cc1C(=O)NCC(C)C do in these assays?
AmpC no deterg: -0.2%; Shiga toxin inh: -5.3; HCMV inh: -4.8; AMA1-RON2 inh: 5.6%; CHX counter: -2.9; AmpC detergent: -7.1%; FBPA Giardia inh: 3.5%

Results for Cc1ccc(S(=O)(=O)c2nnn3c2nc(Nc2cccc(C)c2)c2ccccc23)cc1 ?
AmpC no deterg: -30.1%; Shiga toxin inh: -14.0; HCMV inh: 9.8; AMA1-RON2 inh: -4.6%[2.32 µM]; CHX counter: -0.1; AmpC detergent: inconclusive; FBPA Giardia inh: 8.3%

What do the screens show for `Cc1ccc(-n2nc3ccc(N)cc3n2)cc1C`?
AmpC no deterg: -19.6%; HCMV inh: 43.3; AMA1-RON2 inh: 36.8%[activator]; CHX counter: 44.4*; AmpC detergent: 5.5%; FBPA Giardia inh: -19.0%

Results for CCOc1ccc(CCNC(=O)COC(=O)/C=C/c2ccco2)cc1OCC ?
AmpC no deterg: 30.8%; Shiga toxin inh: -10.3; HCMV inh: -1.5; AMA1-RON2 inh: -10.7%; CHX counter: 2.2; AmpC detergent: -2.1%

What do the screens show for `CCc1ccc(OCCCC(=O)NCc2ccco2)cc1`?
AmpC no deterg: -4.5%; Shiga toxin inh: 10.3; HCMV inh: -5.6; AMA1-RON2 inh: -4.8%; CHX counter: 2.4; AmpC detergent: 4.6%; FBPA Giardia inh: 0.1%

Results for COCc1cc(C)nc(SCC[N+](C)(C)CC(=O)Nc2cccc(C(F)(F)F)c2)c1C#N ?
AmpC no deterg: 252.7%[activator]; Shiga toxin inh: 9.1; HCMV inh: inconclusive; AMA1-RON2 inh: -0.4%; CHX counter: 3.9; AmpC detergent: -0.4%; FBPA Giardia inh: -12.5%

What do the screens show for `O=C(Oc1ccc(Br)cc1)c1n[nH]c(=O)c2ccccc12`?
AmpC no deterg: -27.2%; Shiga toxin inh: -23.0; HCMV inh: inconclusive; AMA1-RON2 inh: 4.0%; CHX counter: -1.8; AmpC detergent: -5.9%; FBPA Giardia inh: 0.9%

Results for O=C(NC1(O)C(=O)c2ccccc2C1=O)c1c(Cl)cccc1Cl ?
AmpC no deterg: -19.2%; Shiga toxin inh: -6.4; HCMV inh: 10.7; AMA1-RON2 inh: -25.2%; CHX counter: -4.1; AmpC detergent: -2.6%; FBPA Giardia inh: inconclusive

Results for CNC(=O)c1ccsc1NC(=O)C1CCCN1S(=O)(=O)c1cccs1 (stereo not drawn) ?
AmpC no deterg: 63.0%[activator]; AMA1-RON2 inh: -3.6%; AmpC detergent: inconclusive

What do the screens show for `Nc1ccc(S(=O)(=O)Nc2cnc3ccccc3n2)cc1`?
AmpC no deterg: -23.3%&-17.8%; Shiga toxin inh: -3.3; HCMV inh: -22.7&-28.7; AMA1-RON2 inh: 3.1%&-11.8%; CHX counter: 3.3; AmpC detergent: -18.2%&-4.4%; FBPA Giardia inh: 6.1%

Results for CCC(C)(C)NC(=O)C(c1ccccc1F)N(Cc1ccco1)C(=O)Cn1nnc2ccccc21 (stereo not drawn) ?
AmpC no deterg: -3.9%; Shiga toxin inh: 18.4; HCMV inh: inconclusive; AMA1-RON2 inh: -6.6%; CHX counter: -1.6; AmpC detergent: -12.7%; FBPA Giardia inh: 5.1%

Results for O=C(/C=C/c1ccc([N+](=O)[O-])cc1)/C=C/c1ccco1 ?
AmpC no deterg: 20µM*; Shiga toxin inh: 73.1*; HCMV inh: -19.1; CHX counter: 37.5*; AmpC detergent: -11.2%; FBPA Giardia inh: -6.1%

Results for Cc1ccc(C(=O)OCN2C(=O)c3ccccc3C2=O)cc1S(=O)(=O)N1CCOCC1 ?
AmpC no deterg: 23.9%; HCMV inh: 3.2; AMA1-RON2 inh: -11.3%; AmpC detergent: inconclusive

What do the screens show for `Cc1ccc(NC(=O)c2nnn(CC(=O)Nc3ccc4c(c3)OCO4)c2N)cc1C`?
AmpC no deterg: -49.1%; Shiga toxin inh: 22.9; HCMV inh: 37.2; AMA1-RON2 inh: 4.7%; CHX counter: 20.7*; AmpC detergent: -13.8%; FBPA Giardia inh: -9.5%

How did CCOc1cc(/C=N/n2c(C)nc3sc(C)c(C)c3c2=O)ccc1O do in these assays?
AmpC no deterg: 63.7%[activator]; Shiga toxin inh: 27.4; HCMV inh: -22.4; AMA1-RON2 inh: -5.9%; CHX counter: 9.3; AmpC detergent: -2.9%; FBPA Giardia inh: 1.4%

Results for Cn1cc(CN(CCO)Cc2cccs2)c(-c2cccc(Cl)c2)n1 ?
AmpC no deterg: 108.9%[activator]; Shiga toxin inh: -2.6; HCMV inh: 0.0; AMA1-RON2 inh: -3.6%; CHX counter: -0.5; AmpC detergent: -6.1%; FBPA Giardia inh: -3.7%

Results for COC(=O)c1cc(Br)c(=O)n(Cc2ccco2)c1 ?
AmpC no deterg: -12.8%; Shiga toxin inh: -29.1; HCMV inh: 11.9; AMA1-RON2 inh: -2.6%; CHX counter: -4.8; AmpC detergent: inconclusive; FBPA Giardia inh: 3.9%

Results for CC(C#N)Sc1ccc(S(=O)(=O)N2CCCC2)cn1 (stereo not drawn) ?
AmpC no deterg: -12.4%; HCMV inh: 6.5; AMA1-RON2 inh: 9.0%; AmpC detergent: -5.7%

What do the screens show for `C=CCSc1nc(N)c(C(=O)Nc2ccccc2OC)cc1C(=O)Nc1ccccc1`?
AmpC no deterg: -32.5%; Shiga toxin inh: -21.7; HCMV inh: 10.0; AMA1-RON2 inh: 4.1%; CHX counter: 7.5; AmpC detergent: 1.1%; FBPA Giardia inh: 1.4%

How did Cc1ccc(Cl)cc1NC(=O)NCc1ccccn1 do in these assays?
AmpC no deterg: -21.7%; Shiga toxin inh: 10.5; HCMV inh: -24.1; AMA1-RON2 inh: 26.2%; CHX counter: 9.3; AmpC detergent: inconclusive; FBPA Giardia inh: -0.6%

What do the screens show for `CCOc1ccc(NC(=O)CN(C)CC(=O)NC2CCCc3ccccc32)cc1OCC` (stereo not drawn)?
AmpC no deterg: 113.5%[activator]; Shiga toxin inh: -2.9; HCMV inh: 45.4; AMA1-RON2 inh: 5.1%; CHX counter: 6.6; AmpC detergent: -1.9%; FBPA Giardia inh: -17.3%

How did COc1ccc(C(=O)Nc2ccccc2NC(=O)c2ccco2)cc1OC do in these assays?
AmpC no deterg: -27.5%; Shiga toxin inh: -3.1; HCMV inh: 22.5; AMA1-RON2 inh: -16.0%; CHX counter: 0.7; AmpC detergent: -6.0%; FBPA Giardia inh: -16.2%

How did O=C(N[C@@H](Cc1c[nH]c2ccccc12)C(=O)NC1CC1)c1ccccc1Cl do in these assays?
AmpC no deterg: -14.6%; Shiga toxin inh: 28.2; HCMV inh: 21.0; AMA1-RON2 inh: -2.7%; CHX counter: 46.6*; AmpC detergent: inconclusive; FBPA Giardia inh: -2.9%

How did C[C@H](NC(=O)C1CCN(S(=O)(=O)c2ccccc2)CC1)C(=O)NCc1ccc(Cl)c(Cl)c1 do in these assays?
AmpC no deterg: 75.4%[activator]; Shiga toxin inh: -9.7; HCMV inh: -21.3; AMA1-RON2 inh: -7.3%; CHX counter: -7.4; AmpC detergent: -0.4%

What do the screens show for `Cc1ccc(C)c(N2CCN(C(=O)Cc3ccc(NC4=NC5CS(=O)(=O)CC5S4)cc3)CC2)c1` (stereo not drawn)?
AmpC no deterg: 174.2%[activator]; Shiga toxin inh: -8.6; HCMV inh: -33.2; AMA1-RON2 inh: 19.7%; CHX counter: -1.1; AmpC detergent: -0.6%; FBPA Giardia inh: -15.0%

Results for O=S(=O)(NCCN1CCOCC1)c1cccc(C(F)(F)F)c1 ?
AmpC no deterg: -7.6%; Shiga toxin inh: -2.3; HCMV inh: -5.4; AMA1-RON2 inh: 3.7%; CHX counter: 1.9; AmpC detergent: inconclusive; FBPA Giardia inh: 2.6%
